Source: PubChem
TDP1 block: inhibitors of human tyrosyl-DNA phosphodiesterase TDP1 | Q9NUW8 | AID 485290 | hit rate 0.28% among 350,000 | recombinant TDP1, AlphaScreen DNA substrate cleavage | Potency, µM (doses to about 130 µM), for the others: top-dose activity change, negative = inhibition, usual class: inhibitors; also: nearly all actives have a fitted effect of over 40% in size
Target sequence (Q9NUW8 whole entry, looked up): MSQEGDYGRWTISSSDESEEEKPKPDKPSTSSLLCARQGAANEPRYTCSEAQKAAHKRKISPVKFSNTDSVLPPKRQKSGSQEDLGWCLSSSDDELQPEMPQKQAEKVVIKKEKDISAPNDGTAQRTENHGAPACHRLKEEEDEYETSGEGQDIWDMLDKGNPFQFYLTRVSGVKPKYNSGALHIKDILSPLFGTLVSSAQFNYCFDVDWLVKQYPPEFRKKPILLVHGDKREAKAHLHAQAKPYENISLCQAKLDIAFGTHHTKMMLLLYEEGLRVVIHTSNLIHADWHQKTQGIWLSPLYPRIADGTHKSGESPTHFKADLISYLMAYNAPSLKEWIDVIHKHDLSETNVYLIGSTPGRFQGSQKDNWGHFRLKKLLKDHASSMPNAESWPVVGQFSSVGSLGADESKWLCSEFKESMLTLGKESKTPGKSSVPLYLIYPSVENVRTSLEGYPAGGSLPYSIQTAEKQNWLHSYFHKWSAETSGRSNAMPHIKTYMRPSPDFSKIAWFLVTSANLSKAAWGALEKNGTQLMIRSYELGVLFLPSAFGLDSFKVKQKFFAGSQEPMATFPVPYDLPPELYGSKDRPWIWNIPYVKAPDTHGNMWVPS
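E. coli-derived human Tdp1, 1 nM final. Cpd preinc 15 min RT; substrate 15 nM final, 5 min RT; AS bead mix 10 ug/ml final, 10 min RT. Signal loss = tyrosine-FITC cleavage. No-enzyme wells = max signal.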
TDP1 cell CPT: DT40-hTDP1 cell growth loss with CPT; hit rate 12% among 420,000; Potency, µM (top dose mostly 46.2 µM), for the others: at the top dose activity change, negative = growth inhibition, usual class: inhibitors; AID 686979; chicken DT40 Tdp1-/-;hTDP1 cells + 20 nM CPT, ATP luminescence, 48 h; also: nearly all actives have a fitted effect of over 55% in size
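Chicken DT40 Tdp1-/- cells stably complemented with human TDP1 were seeded at 400 cells/well in medium containing 20 nM camptothecin, exposed to pin-transferred compounds, and grown at 37 °C for at least 48 hr. Viability was read as ATP luminescence.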
DT40 TDP1 no CPT: qHTS for Inhibitors of human tyrosyl-DNA phosphodiesterase 1 (TDP1): qHTS in cells in absence of CPT | Potency, µM (highest dose often 46.2 µM), for the others: at the highest dose activity change, negative = growth inhibition, usual class: inhibitors | DT40 Tdp1-/- hTDP1 cells, no CPT, ATP luminescence, 48 h | hit rate 15% among 420,000; also: nearly all actives have a fitted effect of over 55% in size
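Camptothecin absent (DMSO only). Human TDP1-complemented DT40 knockout cells, 400 cells/well, 37 °C for minimum 48 hr; ATP measured via CellTiter-Glo, 30 min dark incubation, luminescence.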
Starred values were filed as active, the others as inactive; ? = inconclusive; . = not tested or not shown; & = joins results of further samples; [ ] = dose if it differs, or a comment. Calls follow the shape of the dose curve; as a rule, active = well fitted curve in the direction sought with a large enough effect; inconclusive = small, poorly fitted or top-dose-only effect, or another doubt; inactive = no such curve, though single readings can be large; an effect the other way counts as inactive or inconclusive. % is scaled to controls: 0 for no effect and ±100 for the full control effect; potency is read from the fitted curve at half-maximal effect.

mol | DT40 TDP1 no CPT | TDP1 block | TDP1 cell CPT
Cc1c(C(=O)N2CCN(C/C=C/c3ccccc3)CC2)oc2c(F)cccc12 | ? | 1%[56.1 µM] | ?
CCNC(=O)CN(c1ccc(Cl)cc1)S(=O)(=O)c1ccccc1 | -23% | 4% | ?
O=C(O)c1ccc(CNCc2ccccc2Cl)s1 | 1% | 5% | -4%
NC(CO)c1csc(NC(=O)Nc2ccccc2Cc2ccccc2)n1 (centres undefined) | ? | . | ?
O=C1CCN(Cc2ccco2)C(=S)N1 | 6% | . | 22%
CCc1noc(C)c1C(=O)N1CCCC(Nc2cccc(F)c2)C1 (centres undefined) | 9% | . | -1%
Cc1cccn2c(CNCC3(c4ccccc4)CCCC3)c(C(=O)N3CCOCC3)nc12 | 10µM* | 3% | 13µM*
CCOc1ccccc1N1C(=O)CC(Sc2ccccc2N)C1=O (centres undefined) | ? | . | -19%
C=CCNC(=O)C(=O)c1cccn1-c1ccsc1C(=O)OC | -1% | 2% | 7%
O=C(CCCN1C(=O)/C(=C/c2ccc3c(c2)OCO3)SC1=S)Nc1ccc(C(=O)O)cc1 | 4% | 4% | 2%
COc1ccc(/C=N/NC(=O)c2cccc(NC(=O)c3ccccc3)c2)c(C(=O)O)c1OC | -15% | 5% | -18%
COc1cccc(-c2cc(C(=O)Nc3c(C)nn(Cc4ccccc4Cl)c3C)no2)c1 | 13µM* | 3% | 9.2µM*
Cc1ccc(NC(=O)COc2ccccc2C#N)cc1S(=O)(=O)N1CCCCCC1 | ? | 1% | ?
COc1ccc(-c2nc(CN3CCN(Cc4cccc(Cl)c4)CC3)c(C)o2)cc1 | ? | . | ?
COc1ccc(OC)c(NC(=O)C2CCN(C(=O)C3CC(=O)N(c4ccc(C)cc4)C3)CC2)c1 (centres undefined) | ? | . | -8%

Going on with the list.
mol | DT40 TDP1 no CPT | TDP1 block | TDP1 cell CPT
CCCN(CCC)S(=O)(=O)c1ccc(C(=O)Nc2nnc(CSC)o2)cc1 | ? | 6% | ?
Cn1c(=O)c2c(nc(CN3CCOCC3)n2CC(=O)c2ccccc2)n(C)c1=O | ? | . | -22%
Cc1ccc2ccccc2c1C(O)c1ncc(-c2ccc(Cl)cc2)[nH]1 (centres undefined) | 8.2µM* | . | ?
COc1ccccc1-n1cnnc1SCC(=O)Nc1cccc(S(N)(=O)=O)c1 | -16% | 13% | -3%
O=c1c(Cl)c(Cl)cnn1-c1ccccc1 | 3.3µM* | 3% | 2.9µM*
Cc1ccc(NC(=O)c2ccc([N+](=O)[O-])o2)cc1C | 10µM* | 7% | 26µM*
CCc1nc2sc3ccccc3c(=O)c2c(=O)n1Cc1ccco1 | -29% | ? | ?
O=S(=O)([N-]c1nc2ccccc2nc1-n1cc[n+](Cc2ccccc2)c1)c1ccccc1 | -14% | 3% | 3%
CC(=O)OCc1c(C(F)(F)F)nn(C)c1Oc1cccc(C(F)(F)F)c1 | 3% | 0% | 4%
Cc1ccc(S(=O)(=O)N2CCN(c3ncnc4scc(-c5ccccc5)c34)CC2)cc1 | 23µM* | 0% | ?
CCOc1ccc(NC(=O)CNC(=O)Cc2ccccc2)cc1 | -16% | 4% | -7%
COc1ccc(Cl)cc1NC(=O)NC1CCCCC1 | ? | 0% | -14%
CC(=O)NCCNc1ncnc2ccc(-c3ccoc3)cc12 | -15% | . | -13%
COc1ccc(C2CC(=O)c3cc(-c4nc(-c5ccc(Cl)cc5)cs4)c(=O)[nH]c3C2)cc1OC (centres undefined) | ? | -4% | -27%
CS(=O)(=O)N1CCN(c2ccc([N+](=O)[O-])c(N3CCOCC3)c2)CC1 | -13% | 2% | 7%

New compounds follow:
mol | DT40 TDP1 no CPT | TDP1 block | TDP1 cell CPT
CCOC(=O)c1c(NC(=O)COC(=O)c2ccc(O)cc2)sc(C(=O)N(C)C)c1C | 23µM* | 3% | ?
O=C(N/N=C/c1ccc(OCC2COCCO2)cc1)c1ccc(Br)cc1 (centres undefined) | 18µM* | 3% | ?
Cc1ccc(C(=O)Nc2ncnc3sc4c(c23)CCCCC4)cc1 | ? | 1% | ?
COc1ccccc1N(CC(=O)NCc1ccccc1)C(=O)CCC(=O)Nc1ccccn1 | -3% | -5% | -17%
COc1ccc(Cl)cc1NC(=O)CN(C)S(=O)(=O)c1ccc2c(c1)CCCN2C(C)=O | 8.2µM* | 7% | 13µM*
COc1cc(C=C(C#N)C(=O)c2ccccc2)cc(OC)c1OC | -2% | . | -4%
CCCOC1CCCN(C(=O)c2ccc(OC3CCN(C(=O)COC)CC3)cc2)C1 (centres undefined) | -23% | 3% | ?
O=C(N1CCN(c2cccc(Cl)c2)CC1)C1(S(=O)(=O)c2ccc(Cl)cc2)CC1 | -15% | 2% | -17%
COc1ccc(NC(=S)N2c3ccccc3CC2C)cc1OC (centres undefined) | ? | 5% | ?
Cc1cc(Nc2ccccc2)c2c([N+](=O)[O-])ccc(C)c2n1 | -28% | 4% | ?
Nc1ncnc2c1ncn2C1CCC(CO)C(O)C1 (centres undefined) | -4% | 7% | 1%
O=S(=O)(c1ccc(OCC(O)CN2CCC(Cc3ccccc3)CC2)cc1)N1CCOCC1 (centres undefined) | -7% | -2% | -24%
CCC(Sc1nc2cc(OC)c(OC)cc2c(=O)n1CCc1ccc(S(N)(=O)=O)cc1)C(=O)NCCOC (centres undefined) | ? | 7% | -18%
CCCN1CNc2c(c(=O)[nH]c(=S)n2CCc2ccc(OC)cc2OC)C1 | 13µM* | 0% | ?
CCOc1cc(CNc2ccc3c(c2)CCC3)ccc1O | 23µM* | 6% | ?

Quoted at random: three entries already listed.
mol | DT40 TDP1 no CPT | TDP1 block | TDP1 cell CPT
Cc1ccc(C(=O)Nc2ncnc3sc4c(c23)CCCCC4)cc1 | ? | 1% | ?
COc1ccccc1N(CC(=O)NCc1ccccc1)C(=O)CCC(=O)Nc1ccccn1 | -3% | -5% | -17%
CCCOC1CCCN(C(=O)c2ccc(OC3CCN(C(=O)COC)CC3)cc2)C1 (centres undefined) | -23% | 3% | ?

Carrying on.
mol | DT40 TDP1 no CPT | TDP1 block | TDP1 cell CPT
O=C1C(Cl)=C(Oc2ccccc2)C(=O)c2ccccc21 | 0.26µM* | . | 0.33µM*
CC(C)(C)NC(=O)COc1ccccc1C#N | -4% | -5% | -25%
CCCCCCSc1ccc([C@@H]2[C@H]3C(=O)N(C)C(=O)[C@H]3[C@]3(C(=O)OC)CCCCN23)cc1 | ? | -1% | ?
O=C(O)CCC(=O)Nc1sc2c(c1C(=O)NC1CCCC1)CCCC2 | -23% | 4% | -3%
CC(=O)Nc1ccc(-c2nc3ccc(NC(C)=O)cc3o2)cc1 | 4% | . | 0%
COc1ccc(/C=C/c2nc3ccccc3n2Cc2ccc(OC)c(OC)c2)cc1 | ? | 3% | ?
N#Cc1cnc2c(-c3ccccc3)c(-c3ccccc3)nn2c1N | 18µM* | 5% | 23µM*
Cn1c(=O)c2c(SCC(=O)N3CCN(c4ccccc4)CC3)nc(C3CC3)nc2n(C)c1=O | 7.3µM* | . | 13µM*
O=C(NNC(=O)c1ccc2nc[nH]c2c1)c1ccccc1 | -15% | -1% | -18%
Cc1cccc(C)c1-n1ncc(C(=O)Nc2ccc3c(c2)OCO3)c1C1CCN(C(=O)OC(C)(C)C)CC1 | ? | 7% | ?
COc1ccccc1-c1noc(-c2ccc(N3CCC(C)CC3)c([N+](=O)[O-])c2)n1 | 13µM* | 9% | ?
CCCN1CCN(C(=O)CCn2c(=O)c3cccn3c3cccnc32)CC1 | 18% | 2% | 3%
COc1ccccc1N1CCN(S(=O)(=O)c2ccc(Cl)cc2)CC1 | -15% | . | ?
c1ccc(CNC2=NCCC2)nc1 | -9% | -2% | -2%
Cc1cc(C)cc(OC(C)C(=O)Nc2ccc(S(=O)(=O)Nc3cc(C)nc(C)n3)cc2)c1 (centres undefined) | -29% | 3% | -15%

New compounds follow.
mol | DT40 TDP1 no CPT | TDP1 block | TDP1 cell CPT
COc1cc(C(=O)Nc2ccc(C)cn2)ccc1OCC(=O)N1CCOCC1 | 12% | 0% | -1%
CC1CCN(CC(O)COCCOc2ccc(Br)cc2)CC1 (centres undefined) | ? | -2% | -20%
CCCc1cc(=O)[nH]c(Nc2cc(C)cc(C)c2)n1 | ? | 5% | ?
Cc1ccc(NC(=O)c2ccc(S(=O)(=O)N3CCC(C)CC3)cc2)nc1 | ? | . | ?
CC(=O)N1CCCc2cc(S(=O)(=O)N3CCCC(C(=O)NCc4ccccc4Cl)C3)ccc21 (centres undefined) | 26µM* | 3%&2% | 21µM*
CC(C)C(=O)Nc1cccc(NC(=O)c2ccc([N+](=O)[O-])cc2Cl)c1 | -17% | -2% | -7%
CCN(CC(=O)Nc1ccccc1OC)C(=O)CSCc1ccc(C)cc1 | ? | 1% | ?
O=C(COc1ccc(Br)cc1Br)NC(=S)Nc1cccc(CO)c1 | 3% | 1% | ?
COc1ccc(NC(=O)c2[nH]nc3c2CSc2ccccc2-3)c(OC)c1 | -28% | 1% | -13%
Cc1ccc(S(=O)(=O)NC(=O)C2(C)CCN2C(=O)Cc2ccc(C(C)(C)C)cc2)nc1 (centres undefined) | -11% | . | 0%
COc1ccc(N2CCN(Cc3nnc(-c4ccccc4)o3)CC2)cc1 | 3% | 2% | -12%
Cc1ccc(C2=[N+]([O-])C3(CCCCC/C3=N\O)N(O)C2(C)C)o1 (centres undefined) | -14% | -7% | -20%
CC(C)[C@H]1CN=C2N(C[C@H](C)NC(=O)CCC3CCCCC3)[C@H](Cc3ccc(O)cc3)CN21 | 6.5µM* | . | 6.5µM*
CN(CC(=O)Nc1ccc(F)cc1[N+](=O)[O-])C1CCS(=O)(=O)C1 (centres undefined) | 1% | 1% | -29%
C=CCN(CC=C)S(=O)(=O)c1ccc2nc(NC(=O)C(C)C)sc2c1 | 2.6µM* | 7% | 5.8µM*

(continued)
mol | DT40 TDP1 no CPT | TDP1 block | TDP1 cell CPT
O=C(CCS(=O)(=O)c1cccc2nonc12)NCc1ccc(Cl)cc1 | 3% | -3% | 7%
Cc1cc2nc(C(C)(C)C)c(Cc3ccsc3)n2c(C)c1Br | ? | . | ?
O=C(NNC(=S)NCc1ccccc1)c1ccc(OC(F)F)cc1 | ? | 5% | -30%
COc1ccccc1CN1CCC(CNC(=O)c2cnn(-c3ccc(Cl)cc3)c2C2CCN(C(=O)OC(C)(C)C)CC2)CC1 | 5.2µM* | 6% | 3.7µM*
O=C(Nc1cccc(C(=O)O)c1)/C(=C\c1ccc2c(c1)OCO2)NC(=O)c1ccccc1 | 2% | 4% | 1%
O=C(O)C(=Cc1cc2c(cc1[N+](=O)[O-])OCO2)c1cc2c(cc1Br)OCO2 | -4% | . | 2%
Cn1nnnc1SCC(=O)NC(C)(C)C | 7% | 2% | 7%
CC(C)(C)C1=CC(O)(c2ccccc2)C=C(C(C)(C)C)C1=O | ? | . | ?
Cc1cc(C(=O)NC2=NCCS2)c2ccccc2n1 | 4% | -5% | 5%
COCCN1CC(O)=C(c2nc3ccccc3c(=O)[nH]2)C1=N | ? | 2% | -21%
COCCN1C(=O)c2oc3ccccc3c(=O)c2C1c1cccc(O)c1 (centres undefined) | 1% | 1% | 8%
CCOC(=O)C1=C[C@@H](c2ccccc2)N(S(=O)(=O)c2ccc(C)cc2)[C@H]1c1ccc(F)cc1 | ? | . | ?
COc1ccccc1CNc1nc2cc(-c3ccc(OC)c(OC)c3)sc2c(=O)n1C | 16µM* | . | 23µM*
COc1cccc2cc(C(=O)N(Cc3cccs3)Cc3cccs3)c(=O)oc12 | ? | 1% | -7%
COCCOC(=O)c1[nH]c2c(c1C)C(=O)CC(c1cc(OC)ccc1OC)C2 (centres undefined) | 2.6µM* | 8% | 2.9µM*

Just TDP1 cell CPT (2 entries from above):
mol	TDP1 cell CPT
COc1ccc(NC(=S)N2c3ccccc3CC2C)cc1OC (centres undefined)	?
Cc1cc(Nc2ccccc2)c2c([N+](=O)[O-])ccc(C)c2n1	?

The listing continues.
mol | DT40 TDP1 no CPT | TDP1 block | TDP1 cell CPT
COC(=O)c1cc(NC(=O)c2nn(C)c3c2COc2ccccc2-3)cc(C(=O)OC)c1 | ? | 6% | ?
O=C(Nc1ccc2c(c1)OCO2)N1CCCc2ccccc21 | -1% | 2% | -23%
COCCOC(=O)c1c(NC(=O)CSc2cccc[n+]2[O-])sc(C(N)=O)c1C | ? | -1% | ?
Cc1ccccc1C(=O)c1cccn1CC(=O)NCc1cccc(Cl)c1 | 1%&-17% | 2%&3% | -2%&-14%
Cc1cc(N2CCCC2)ccc1NC(=O)COc1ccccc1 | ? | 1% | ?
C=CCNc1nc(C(=O)OC(C)C(=O)c2ccc(C)cc2)cs1 (centres undefined) | ? | 1% | -21%
